# High-throughput results: PubChem BioAssay, several laboratories
# RPL19A-GFP yeast: alters RPL19A-GFP fluorescence in TOR pathway yeast screen; S. cerevisiae RPL19A-GFP strain, flow cytometry, 3 h; hits give low values; percent response vs DMSO, % at 10 µM; 330,000 tested, 0.3% active; AID 2025;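 active means percent response vs DMSO below 50%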;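 further: median channel GFP fluorescence of the barcoded RPL19A-GFP strain; ratio of sample median GFP to plate DMSO average so 100% = DMSO; lower means less RPL19A-GFP as with rapamycin TOR inhibition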
# Yeast superoxide: yeast age-related superoxide inhibition as caloric restriction mimetic | S. cerevisiae aged cells, superoxide DHE fluorescence; hits give low values | superoxide response (% of plate mean), % at 10 µM | 330,000 tested, 0.18% active | AID 2690;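 active means superoxide response under a set limit, about three screen SD below normal, cut at about 65% in these data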;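 further: yeast aged for seven days with compound at 30 °C before DHE staining; 100% = average MFI of all compound-treated wells on the plate with controls excluded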
# LAP4-GFP MLPCN: alters LAP4-GFP fluorescence in TOR pathway yeast screen; S. cerevisiae LAP4-GFP multiplex, flow cytometry GFP, 3 h; median GFP as percent of DMSO wells; GFP response vs DMSO, % at 10 µM; 320,000 tested, 0.34% active;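 active means GFP response vs DMSO above a set limit, about the screen mean plus 3 SD, cut at about 150% in these data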
# CIT2 TOR yeast: yeast TOR pathway CIT2-GFP modulation; S. cerevisiae CIT2-GFP strain, flow cytometry, 3 h; 100 means same as DMSO wells; GFP response vs DMSO, % at 10 µM; 320,000 tested, 0.065% active; AID 2029;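 active means GFP response relative to DMSO above a set limit, near the screen mean plus 3 SD, cut at about 150% in these data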;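 further: ratio of well median GFP fluorescence to mean of DMSO wells on the plate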
# AGP1-GFP MLPCN: alters AGP1-GFP fluorescence in TOR pathway yeast screen; S. cerevisiae AGP1-GFP multiplex flow cytometry, 3 h; GFP as percent of DMSO wells; GFP response vs DMSO, % at 10 µM; 320,000 tested, 0.02% active; AID 2066;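 active means GFP response relative to DMSO above a set limit, near screen average plus 3 SD, cut at about 150% in these data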;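 further: median GFP channel fluorescence of the gated AGP1 strain per well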
# MEP2 TOR yeast: modulators of TOR pathway MEP2-GFP in S. cerevisiae; S. cerevisiae MEP2-GFP strain, flow cytometry GFP, 3 h; 100% = DMSO control level; GFP response vs DMSO, % at 10 µM; 330,000 tested, 0.51% active; AID 2016;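 active means GFP response versus DMSO above a set limit, roughly screen mean plus 3 SD, cut at about 180% in these data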;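 further: median GFP fluorescence of the barcode-gated MEP2-GFP cells per well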
# Efflux pump inh: inhibitors of Candida antifungal efflux pumps expressed in yeast; inhibition, % at 10 µM; 330,000 tested, 0.44% active; S. cerevisiae Candida pump triplex, Nile Red efflux;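 active means plate passing quality check with inhibition over a set limit, or well fluorescence over plate mean plus 4 SD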;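 further: Nile Red retained in pooled yeast measured as flow cytometry median fluorescence; 0% = buffer negative control and 100% = Enniatin B positive control; higher means more Nile Red kept so more efflux inhibition; some compounds called inactive have numbers as strong as hits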
# AHR activator: human AHR activation; AID 2796; 320,000 tested, 2.5% active; AHR-responsive luciferase reporter cells, luminescence; P35869; activation, % at 5 µM; in the data active means activation above about 47%;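 further: 0% = vehicle wells and 100% = reference agonist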
# Target sequence (P35869 whole entry, looked up): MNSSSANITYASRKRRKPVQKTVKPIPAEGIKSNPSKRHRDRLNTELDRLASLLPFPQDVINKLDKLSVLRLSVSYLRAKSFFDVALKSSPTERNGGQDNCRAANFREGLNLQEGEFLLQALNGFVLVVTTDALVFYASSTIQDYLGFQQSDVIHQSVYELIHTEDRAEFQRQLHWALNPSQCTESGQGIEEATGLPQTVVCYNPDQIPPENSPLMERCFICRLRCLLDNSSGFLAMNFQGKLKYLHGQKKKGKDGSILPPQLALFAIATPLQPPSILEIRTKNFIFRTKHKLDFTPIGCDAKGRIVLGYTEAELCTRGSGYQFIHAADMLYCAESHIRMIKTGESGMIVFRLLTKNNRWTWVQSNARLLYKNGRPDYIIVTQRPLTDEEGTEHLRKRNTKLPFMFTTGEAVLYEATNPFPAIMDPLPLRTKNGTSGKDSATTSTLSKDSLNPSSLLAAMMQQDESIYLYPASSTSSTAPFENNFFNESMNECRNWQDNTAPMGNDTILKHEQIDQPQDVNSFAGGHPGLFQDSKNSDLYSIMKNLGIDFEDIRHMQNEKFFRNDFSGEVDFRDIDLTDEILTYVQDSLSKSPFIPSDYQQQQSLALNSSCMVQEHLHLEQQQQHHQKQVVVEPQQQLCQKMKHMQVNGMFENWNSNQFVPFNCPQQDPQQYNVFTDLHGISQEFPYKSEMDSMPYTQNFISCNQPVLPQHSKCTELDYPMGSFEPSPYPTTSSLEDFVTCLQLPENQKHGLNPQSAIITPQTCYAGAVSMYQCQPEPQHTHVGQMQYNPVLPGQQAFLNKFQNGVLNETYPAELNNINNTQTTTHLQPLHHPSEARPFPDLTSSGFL
# * hit, by the source's call; x = not tested or not shown.
# Each structure is followed by: RPL19A-GFP yeast	Yeast superoxide	LAP4-GFP MLPCN	CIT2 TOR yeast	AGP1-GFP MLPCN	MEP2 TOR yeast	Efflux pump inh	AHR activator
CCC1Oc2ccccc2C(=O)N(CC(=O)c2ccc3c(c2)OCCO3)C1=O (configuration not stated)
    88	90	91	85	90	90	0.0	1
NC(=O)COC(=O)[C@@H]1CC(O)CN1S(=O)(=O)c1ccc2c(c1)OCCO2 (some centres not stated)
    98	100	101	94	98	101	0.1	0
CCOC(=O)c1c[nH]c(=S)n1C
    104	85	113	105	120	104	0.1	-1
CC(=O)OCC1=C(C(=O)O)N2C(=O)C(NC(=O)C(C)Cn3nc(C)c(Cl)c3C)C2SC1 (configuration not stated)
    96	114	106	97	97	98	0.2	1
Cc1noc(C)c1COc1cccc(C(=O)Nc2ccc(Br)cc2F)c1
    106	114	105	90	96	98	0.2	-6
CCOC(=O)C(C)n1cnc2c(oc3ccccc32)c1=O (configuration not stated)
    100	104	101	89	105	98	0.0	9
N#Cc1ccc(COc2cccc3cccnc23)cc1
    102	107	104	94	102	104	-0.1	-4
Cc1ccc(C(NC(N)=O)c2ccccc2C)cc1 (configuration not stated)
    109	105	94	71	81	100	0.0	3
COc1cccc(CNC(=O)COC(=O)c2c(NC(C)=O)sc(C)c2C)c1
    102	77	93	119	103	105	-0.1	2
O=C(NN=Cc1ccc(OC(F)F)cc1)c1ccc(NS(=O)(=O)c2cccs2)cc1
    92	113	89	81	91	88	-0.1	4
Cc1ccc(C(=O)NCc2ccco2)cc1[N+](=O)[O-]
    99	80	101	103	100	102	-0.1	2
Cc1ccc(C(C)C)c(OCCNC(=O)c2ccccc2O)c1
    103	100	91	97	99	103	0.1	5
Cc1cccc(N(CC(=O)N/N=C/c2ccccc2C(=O)O)S(C)(=O)=O)c1C
    96	97	110	103	104	92	-0.2	7
Cc1cc(C(=O)Nc2nc3c(C)cccc3s2)c(C)o1
    99	110	100	102	101	97	0.1	16
Cn1c(=O)c2cc(S(=O)(=O)NC(C(=O)N3CCCCCC3)c3ccccc3)ccc2n(C)c1=O (configuration not stated)
    103	92	95	102	102	101	-0.2	0
CCCN1C(=O)/C(=C/c2c(NCCCOC(C)C)nc3c(C)cccn3c2=O)SC1=S
    98	113	101	100	101	100	0.4	0
COc1ccc(CN2C(=O)CCC2(C)C(=O)NCc2cccnc2)c(OC)c1 (configuration not stated)
    97	106	92	x	98	93	-0.1	2
COc1ccc(C(=O)N2N=C3CC(C)(C)OCC3C2c2ccccc2)cc1 (configuration not stated)
    100	107	80	86	86	96	-0.1	-2
CC(C)(C)CC(=O)NC(=S)Nc1ccccc1C(F)(F)F
    102	94	105	97	104	102	0.0	0
COC(=O)c1cc(C(=O)Nc2nnc(C3CC3)s2)cc([N+](=O)[O-])c1
    95	124	82	90	79	61	-0.1	81*
C=C(C)c1cccc(C(C)(C)NC(=O)NCC2COCCO2)c1 (configuration not stated)
    96	105	103	99	106	100	0.1	-1
Clc1ccc(CSc2nncn2-c2ccccn2)cc1
    95	108	100	93	99	107	-0.2	-1
COc1cccc(C(=O)Oc2c(CN3CCOCC3)cc(Cl)c3cccnc23)c1
    98	104	97	102	103	94	-0.1	8
CC1CCC/C(=C\Nc2ccc3c(c2)OCO3)C1=O (configuration not stated)
    102	91	97	107	104	97	-0.1	5
O=C(Nc1ccc(Oc2c(F)c(F)c(F)c(F)c2F)cc1)OC1CCN2Cc3ccccc3N=C12 (configuration not stated)
    103	100	105	91	105	96	0.2	4
COc1ccc(Nc2nnc(-c3ccccc3)c3ccccc23)cc1C(=O)N1CCCCC1
    104	124	88	105	101	104	0.3	16
Cc1cccc(NCC(=O)N/N=C\c2ccc[nH]2)c1
    100	108	100	89	98	103	0.1	7
Cc1ccc(C)c2[nH]c(=O)c(CCNC(=O)c3ccc(S(=O)(=O)N4CCCC4)cc3)cc12
    94	108	95	90	100	95	0.2	0
O=C1NC(c2ccc(Cl)cc2Cl)Oc2ccccc21 (configuration not stated)
    94	96	91	85	92	102	0.1	-2
Fc1ccc(OCc2cc(-c3ccccc3)no2)cc1
    100	98	97	97	92	101	0.1	-4
COC(=O)C(C(=O)OC)=C(/C=C/N(C)C)N(C)C
    105	88	100	92	104	102	-0.2	0
COc1ccc(N2CCN(CCNC(=O)C3CCN(S(=O)(=O)c4cccs4)CC3)CC2)cc1
    105	96	97	102	104	102	0.3	0
CC(O)C(O)C(O)C(O)C1NCCS1 (configuration not stated)
    86	108	85	94	90	93	0.4	12
Cc1ccc(C2Nc3ccccc3C(=O)N2CCCN2CCOCC2)cc1 (configuration not stated)
    93	98	99	101	102	87	-0.1	19
Cc1cccc(OCC(=O)N2CCN(C(=O)COc3ccc(Cl)cc3)CC2)c1
    101	107	97	114	99	99	-0.1	3
CC1(C)CC(=O)C(C(C2=C(O)CC(C)(C)CC2=O)c2ccc(O)c([N+](=O)[O-])c2)=C(O)C1
    100	103	86	102	102	96	-0.1	0
O=C(Oc1cccc(N2C(=O)CCC2=O)c1)C1CC(=O)N(c2ccc(Br)cc2)C1 (configuration not stated)
    105	92	94	63	73	90	0.0	0
O=C(c1ccc2ncsc2c1)N1CCCCC1
    96	102	99	109	102	102	-0.3	3
CC(=O)Nc1ccccc1NC(=O)c1ccccc1
    101	130	84	103	100	99	0.0	-1
O=C1N=C(N2CCOCC2)S/C1=C\c1cccs1
    108	128	105	106	103	101	-0.1	3

# Reprinted from the part before: two entries, followed by the next part.
# Each structure is followed by: RPL19A-GFP yeast	Yeast superoxide	LAP4-GFP MLPCN	CIT2 TOR yeast	AGP1-GFP MLPCN	MEP2 TOR yeast	Efflux pump inh	AHR activator
CC(=O)Nc1ccccc1NC(=O)c1ccccc1
    101	130	84	103	100	99	0.0	-1
O=C1N=C(N2CCOCC2)S/C1=C\c1cccs1
    108	128	105	106	103	101	-0.1	3
OCC(CO)(CO)N=Cc1c(O)ccc2ccccc12
    103	99	89	x	104	101	-0.2	27
CCOc1ccc(NC(=S)NC(=O)c2c(Br)cnn2C)c([N+](=O)[O-])c1
    97	104	95	100	103	96	0.4	8
C[C@H]1CCC(=O)N([C@H](CSc2ccc(Br)cc2)Cc2ccccc2)CC1
    98	99	96	94	97	83	-0.3	2
CCN(CC)CCN(C(=O)CCOc1ccccc1)c1nc2c(F)cc(F)cc2s1
    106	100	112	117	105	111	0.0	4
NC(CO)(CO)COCc1ccccc1
    101	119	107	100	100	118	0.0	1
CC(C)(C)c1ccc(OCCC(=O)NCC(c2cccs2)N2CCOCC2)cc1 (configuration not stated)
    106	93	94	105	102	95	0.1	-1
N/C(=N\OC(=O)c1ccccc1Cl)c1ccncc1
    99	123	105	97	97	103	-0.1	59*
CCOc1ccc(-c2nnc3ccc(SCC(=O)Nc4cc(C)on4)nn23)cc1
    96	100	96	92	96	102	-0.1	17
COc1ccc(-c2cn3c(C)c(C(=O)Nc4cccc(C)n4)sc3n2)cc1
    95	96	117	99	105	108	-0.1	35
O=C(Nc1ccon1)c1ccc(Br)s1
    105	88	98	93	98	106	-0.2	3
O=C(Nc1ccc(N2CCCC2)c(Cl)c1)c1ccccc1[N+](=O)[O-]
    101	103	92	99	95	95	-0.1	10
Oc1ccccc1OCC(O)c1ccccc1 (configuration not stated)
    105	81	93	113	101	106	-0.1	2
CCOc1ccc(NC(=S)NC(C)C(c2ccccc2)N2CCN(C)CC2)cc1 (configuration not stated)
    92	105	100	99	102	104	-0.3	0
CCc1ccc(-n2c(SCC(=O)Nc3ccc(C(=O)O)cc3)nnc2-c2ccncc2)cc1
    99	91	104	99	106	103	-0.1	-1
CC(=O)Nc1ccc(S(=O)(=O)NCC(=O)OC(C)c2ccccc2Cl)cc1 (configuration not stated)
    100	88	96	106	96	104	0.0	-1
O=S(=O)(c1cccc(COc2ccc(Cl)cc2Cl)c1)N1CCOCC1
    86	99	91	101	95	100	0.3	29
O=C1CCN(S(=O)(=O)c2ccccc2)C2CCCCC12 (configuration not stated)
    95	90	98	95	100	102	0.1	-1
Cc1cc(C)cc(CSc2ccc(S(=O)(=O)N3CCCC3)cn2)c1
    92	93	111	90	97	93	-0.1	0
CC(=O)Nc1ccc(NC(=O)c2sc3nc4c(c(-c5ccc(C)cc5)c3c2N)CCC4)cc1
    98	103	99	101	98	113	-0.1	-2
Cc1ccc(CN2CC(C(=O)Nc3ccncc3)CC2=O)cc1 (configuration not stated)
    88	127	95	105	98	104	0.2	3

# Sorted by number of heavy atoms (falling): part of the list above.
# Each structure is followed by: RPL19A-GFP yeast	Yeast superoxide	LAP4-GFP MLPCN	CIT2 TOR yeast	AGP1-GFP MLPCN	MEP2 TOR yeast	Efflux pump inh	AHR activator
COc1ccc(Nc2nnc(-c3ccccc3)c3ccccc23)cc1C(=O)N1CCCCC1
    104	124	88	105	101	104	0.3	16
C[C@H]1CCC(=O)N([C@H](CSc2ccc(Br)cc2)Cc2ccccc2)CC1
    98	99	96	94	97	83	-0.3	2
CC(C)(C)CC(=O)NC(=S)Nc1ccccc1C(F)(F)F
    102	94	105	97	104	102	0.0	0

# Additional compounds follow:
# Each structure is followed by: RPL19A-GFP yeast	Yeast superoxide	LAP4-GFP MLPCN	CIT2 TOR yeast	AGP1-GFP MLPCN	MEP2 TOR yeast	Efflux pump inh	AHR activator
O=C(O)c1cccc(NC2=Nc3cccc4cccc2c34)c1
    95	92	108	89	100	111	0.1	4
COc1ccc(OC)c(NC(=O)c2cccc(S(=O)(=O)N3CCN(C(C)=O)CC3)c2)c1
    95	99	102	102	100	102	0.0	-1
Cc1cc(C)c(S(=O)(=O)n2c([N+](=O)[O-])cnc2C)cc1C
    91	76	125	104	107	120	-0.1	-2
Nc1ccccc1Sc1ccc(C(=O)c2ccccc2C(=O)O)cc1[N+](=O)[O-]
    97	88	107	106	106	99	-0.1	2
COC(=O)C1CCCN1C(=O)C1CCCN1C(=O)CNC(=O)OCc1ccccc1 (configuration not stated)
    104	86	97	106	110	116	-0.2	1
O=C(Cc1cccc2ccccc12)N/N=C/c1ccncc1
    97	90	105	109	108	106	-0.1	24
COC(=O)Cc1c(O)ccn(Cc2ccc(F)cc2)c1=O
    99	122	97	98	99	104	0.4	-1
CSc1nc2ccc3nc(NC(=O)c4cccs4)sc3c2s1
    103	102	103	88	99	97	0.1	13
COc1ccc(NC(=O)CC2Nc3ccccc3NC2=O)c([N+](=O)[O-])c1 (configuration not stated)
    104	91	107	114	110	107	0.0	6
O=C(O)CSc1nnc(Cn2cnc3ccccc32)n1CCc1ccccc1
    103	102	123	90	118	116	0.1	0
O=C(O)C1CC(O)CN1S(=O)(=O)c1cccs1 (configuration not stated)
    104	105	92	x	103	96	0.0	0
CN1C(=O)c2ccc(S(=O)(=O)c3ccc(C(=O)O)cc3)cc2C1=O
    100	96	98	98	105	101	0.1	-1
CC1(C)C/C(=N\NC(=S)Nc2ccccc2F)c2cc(O)ccc2O1
    97	130	77	94	91	94	0.1	60*
CCSc1nnc(NC(=O)C2CCCCC2C(=O)O)s1 (configuration not stated)
    95	90	100	89	125	94	-0.3	1
COc1ccc(N2CC(O)=C(c3nc(-c4ccc(F)cc4)cs3)C2=N)cc1
    108	85	90	110	103	106	0.1	32
Fc1ccc2nc(Nc3nc4c(s3)CCCC4)sc2c1
    96	95	107	101	96	104	-0.2	50*
COc1cc(NS(=O)(=O)c2ccc(NC(=O)Cc3ccccc3)cc2)nc(OC)n1
    99	84	98	102	104	104	0.0	0
Cc1ccccc1NC(=S)N(Cc1ccco1)C(C)c1ccccn1 (configuration not stated)
    94	83	99	102	98	96	0.0	0
COC(=O)C1=CN(Cc2ccc(OC)cc2)C=C(C(=O)OC)C1c1ccc(O)c(OC)c1
    110	95	82	112	106	105	0.4	1
CCOC(=O)c1nnn(-c2nonc2NC(C)=O)c1C
    94	78	92	91	90	96	0.0	9

# Not a hit list; any-hit rate near 3.9%.
